High-throughput results deposited in PubChem BioAssay by National Center for Advancing Translational Sciences (NCATS).
ALOX15B inhib: 15-hLO-2 (ALOX15B) enzyme inhibition. O15296. purified 15hLO-2, xylenol orange hydroperoxide absorbance. Potency, µM (highest dose often 57.1 µM), for inactives: at the top dose activity change, negative = inhibition, hits mostly inhibitors. 0.56% of 110,000 active. AID 881; also: potency is read from the fitted curve at half-maximal effect; nearly all actives have a fitted effect of over 60% in size; many of its hits are not listed in these tables
Target sequence (O15296 whole entry, looked up): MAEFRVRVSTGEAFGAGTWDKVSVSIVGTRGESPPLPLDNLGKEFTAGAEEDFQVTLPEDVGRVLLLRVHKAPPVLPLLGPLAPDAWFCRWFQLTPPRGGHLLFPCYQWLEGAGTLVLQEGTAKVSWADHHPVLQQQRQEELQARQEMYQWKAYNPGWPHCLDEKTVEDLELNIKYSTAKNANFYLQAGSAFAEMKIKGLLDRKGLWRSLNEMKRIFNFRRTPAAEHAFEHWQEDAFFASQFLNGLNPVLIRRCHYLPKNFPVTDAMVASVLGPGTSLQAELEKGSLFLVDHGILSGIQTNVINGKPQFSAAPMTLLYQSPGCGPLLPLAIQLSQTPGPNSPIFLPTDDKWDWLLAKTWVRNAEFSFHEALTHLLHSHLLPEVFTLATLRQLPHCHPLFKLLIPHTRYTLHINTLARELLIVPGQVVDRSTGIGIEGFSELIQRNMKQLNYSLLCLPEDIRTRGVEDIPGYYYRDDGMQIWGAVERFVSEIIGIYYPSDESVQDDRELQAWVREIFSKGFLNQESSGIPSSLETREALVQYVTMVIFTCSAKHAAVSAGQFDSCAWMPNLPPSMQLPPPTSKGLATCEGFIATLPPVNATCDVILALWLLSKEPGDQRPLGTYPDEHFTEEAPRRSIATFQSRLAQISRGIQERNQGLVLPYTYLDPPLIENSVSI
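Purified human 15hLO-2 (50 nM) preincubated 15 min with compound, then 45 uM arachidonic acid for 90 min at RT in 25 mM Hepes pH 7.5, 0.01% Triton X-100. Hydroperoxide detected by Fe-xylenol orange; 573/405 nm absorbance ratio.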
ALOX12 inhib: blocks human 12-lipoxygenase activity; 0.12% of 150,000 active; AID 1452; Potency, µM (top dose mostly 57.1 µM), inactives show at the highest dose activity change, negative = inhibition, usual class: inhibitors; purified 12-hLO, xylenol orange hydroperoxide absorbance; also: potency is read from the fitted curve at half-maximal effect; nearly all actives have a fitted effect of over 55% in size; many of its hits are not listed in these tables
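Hydroperoxide output read as Fe(III)-xylenol orange absorbance, 573-to-405 nm ratio, after 30 min reaction with 40 uM arachidonic acid. Enzyme: 150 nM purified human 12hLO, 15 min compound preincubation; 25 mM Hepes pH 7.0, room temperature.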
IMPase inh: membrane-permeable compound that blocks inositol monophosphatase | AID 901 | inhibition (IP1 accumulation), % at 46.1 µM | CHO-M1 cells, IP1 accumulation, HTRF TR-FRET ratio | 120,000 tested, under 10 active | P97697; active = well fitted curve in the direction sought with a large enough effect in the signal ratio, not every such curve was filed as active; inconclusive = small, poorly fitted or top-dose-only effect, or a change in a side signal; inactive = no such curve, though single readings can be large or run the other way; the % refers to the signal ratio;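 also: cells stimulated with carbachol in lithium chloride buffer; plate controls were DMSO basal wells for no effect and reference inhibitor wells for full effect; higher means more IMPase inhibition seen as more IP1 and lower FRET ratio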
Target sequence (P97697 whole entry, looked up): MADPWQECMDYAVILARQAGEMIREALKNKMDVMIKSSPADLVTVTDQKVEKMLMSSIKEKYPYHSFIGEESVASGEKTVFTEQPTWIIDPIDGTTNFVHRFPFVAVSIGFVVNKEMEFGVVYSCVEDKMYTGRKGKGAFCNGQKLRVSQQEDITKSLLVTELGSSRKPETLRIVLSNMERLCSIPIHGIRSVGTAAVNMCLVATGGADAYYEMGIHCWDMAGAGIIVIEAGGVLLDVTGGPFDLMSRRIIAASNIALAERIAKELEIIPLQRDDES
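Carbachol-driven Gq signalling in CHO-M1 cells (2000/well) generates IP1. Compounds that block IMPase raise IP1 and so reduce the FRET signal from Eu-anti-IP1 and d2-IP1 after a 10 min room-temperature lysis.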
PNC assembly inh: blocks assembly of the perinucleolar compartment. PC3M PTB-GFP, PNC prevalence imaging, 16 h; active compounds read low. activity change (PNC), negative = inhibition, % at 10 µM. 3.1% of 140,000 active. AID 2417;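 active = readout at or below -70, meaning at least 70% loss of cells showing the perinucleolar compartment, a nuclear body marking cancer cells; inconclusive = readout between -30 and a set limit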;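 also: plate controls were DMSO wells for no effect and camptothecin positive control wells for full effect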
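Compounds are pinned in duplicate onto adhered PC3M cells stably expressing GFP-tagged PTB and incubated 16 h at 37 C. Cells are then fixed, nuclei stained with Hoechst, and PNC-positive cells counted.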
Numbers without * were called inactive; u = inconclusive; x = not tested or not shown; [ ] = dose if it differs, or a comment. Unless noted, calls follow the shape of the dose curve; as a rule, active = well fitted curve in the direction sought with a large enough effect; inconclusive = small, poorly fitted or top-dose-only effect, or another doubt; inactive = no such curve, though single readings can be large; an effect the other way counts as inactive or inconclusive. Unless noted, % is scaled to controls: 0 for no effect and ±100 for the full control effect. These rows are one share of the data; rates above refer to the full screens.

canonical_smiles | ALOX15B inhib | ALOX12 inhib | IMPase inh | PNC assembly inh
O=P1(c2ccccc2)C=Cn2c1cc1c2CCCC1 (stereo not given) | -4% | -2% | 2 | -6
Cc1c(N=C(N)/N=C(\N)Nc2ccc(Br)cc2)c(=O)n(-c2ccccc2)n1C | x | -1% | 18 | 16
Cc1cc(C)nc(NS(=O)(=O)c2ccc(NC(=O)C3(c4ccccc4)CCCC3)cc2)n1 | x | -1% | 7 | -115*
Cc1cc(NC(=O)CSc2nc3cc(Cl)ccc3s2)no1 | -6% | 3% | -1 | 9
Cc1[nH]nc(Sc2ccccn2)c1[N+](=O)[O-] | x | -1% | x | 5
C=CCNC(=O)c1ccc(OC)cc1OC | u | -2% | u | u
O=C(Nn1c(C2CCC2)nc2ccccc2c1=O)C1CCC1 | 1% | -4% | 0 | -18
O=C(c1noc2c1CCCC2)N1CCN(c2ccc(F)cc2)CC1 | 1% | -4% | u | 10
C/C=C/C(=O)OCC(=O)Nc1c(Cl)cccc1Cl | 6% | -4% | 0 | 7
CCOc1ccc(C2NC(=O)c3ccccc3O2)cc1 (stereo not given) | -10% | -3% | 3 | 7
Cc1ccccc1CS(=O)(=O)c1cn(CC(=O)N2CCC(C)CC2)c2ccccc12 | x | 0% | 8 | 3
CC1CCCCN1C(=O)Nc1cccc(Cl)c1 (stereo not given) | -3% | 8% | 0 | u
COc1ccc(C2=C(N)c3ccccc3C2=O)cc1 | -10% | -4% | 13 | u
O=C(CCc1ccccc1)Nc1ccccc1C(=O)NCc1ccco1 | x | -1% | x | u
CCNC(=O)CSc1nc2ccccc2c(=O)n1CCCOC(C)C | -2% | 3% | -6 | u
C=C(C)c1cccc(C(C)(C)NC(=O)N2CCN(c3ccccn3)CC2)c1 | 4% | -3% | 5 | -1
CCC1=C2CC[C@H]3C(=O)N(C)C(=O)[C@H]3[C@H]2[C@@]2(C)C(=O)N(CC(=O)OC)C(=O)N2C1=O | 26% | -5% | x | x
CC(=O)NC1=NN(C(C)=O)C(C)(CS(=O)(=O)c2ccc(Cl)cc2)S1 (stereo not given) | x | -5% | 5 | -16
Cc1ccc(S(=O)(=O)N2CCN(C(=O)Cc3ccc4c(c3)OCCO4)CC2)cc1C | x | -3% | x | 5
O=c1cc2c(n[nH]1)CCCC2 | 2% | -7% | -18 | -21
Cc1cc(F)ccc1S(=O)(=O)Nc1ccccc1C(=O)Nc1ccc2[nH]c(=O)[nH]c2c1 | 4% | -12% | u | -7
CN(N=O)c1ccc(/C=C\c2ccnc3ccccc23)cc1 | 6%[11.4 µM] | -3%[11.4 µM] | x | x
CCCC(=O)Nn1cnc2c(c1=O)C1(CCCC1)Cc1ccccc1-2 | -5% | -5% | -10 | 28
COc1ccc(NC(=O)CSc2nnc(-c3ccco3)n2C)cc1 | 3% | 1% | 2 | u
COc1ccc2c(c1)C1(Nc3ccccc3-c3nc4ccccc4n31)C(=O)N2C (stereo not given) | x | 4% | 9 | 18
CSc1nnc(-c2cnccn2)n1Cc1ccccc1 | -4% | 1% | 9 | u
CCCCOc1ccc(N(CC(=O)NCC2CCCO2)C(=O)CCC(=O)Nc2cc(C)ccn2)cc1 (stereo not given) | x | 1% | 2 | 35
CC(C)CCNC(=O)C1CCN(c2nnc(-n3cccc3)s2)CC1 | -1% | 2% | u | 23
O=C(CSCc1ccc(Br)cc1)N=Nc1c(O)[nH]c2ccccc12 | x | 1% | x | -28
COC(=O)[C@@H]1C[C@@]2(O)[C@H](O)[C@H](O)[C@H](O)C[C@H]2N1Cc1ccc(C(C)(C)C)cc1 | 8% | 4% | x | x
COC(=O)C1CCN(CC(N)=O)CC1 | 1% | -5% | 1 | 16
CCc1ccc(-n2c(O)c(C=NCCN(CC)CC)c(=O)[nH]c2=O)cc1 | 17% | 3% | -1 | 32
CCOc1cccc(C(=O)Nc2cccc(-c3nnc(-c4ccc(C)cc4)o3)c2)c1 | -16% | 0% | -11 | -7
O=C(Cc1nn[nH]n1)c1ccccc1O | x | 0% | x | u
COc1ccc(/C=C/C(=O)Nc2ccc(N3CCOCC3)cc2)cc1 | x | -5% | x | 3
O=C(CSc1cccc2cccc(Cl)c12)NCc1cccs1 | x | 0% | x | u
COc1ccccc1-c1nc(C#N)c(N2CCCCCC2)o1 | -8% | 0% | -2 | 17
O=C(Nc1ccc(Cl)cc1)c1cnc(-c2ccccc2)nc1-c1ccccc1 | -5% | -3% | 5 | 5
Cc1cnc(SCCc2ccncc2)nc1C | -23% | -3% | -14 | u
O=C(CSc1nnc(Cn2c(=O)sc3ccccc32)n1CCc1ccccc1)N1CCCC1 | x | 1% | 0 | -25
CCN(CC(=O)NC(C)C)C(=O)c1ccc(S(=O)(=O)N(C)c2ccccc2OC)cc1 | 0% | 3% | -2 | -8
Cc1ccnc(N2CCCC(C(=O)Nc3cc(F)ccc3C)C2)n1 (stereo not given) | 8% | 2% | 13 | -22
O=C(CCC(=O)N1CCCC1)Nc1nnc(C2CCCCC2)s1 | -5% | -1% | 5 | 21
Cn1cccc1C(=O)N1CCC[C@@]2(CCN(c3ccccc3)C2)C1 | -20% | -13% | x | x
CN(Cc1nc(-c2ccccn2)no1)S(=O)(=O)c1ccccc1 | 11%[2.29 µM] | 6% | 0 | 15
Cn1ncc([N+](=O)[O-])c1C(=O)N1CCOCC1 | 1% | 3% | 3 | 34
COC(=O)CCN(C(=O)c1cccc(OC(C)=O)c1)c1ccccn1 | -3% | -4% | -4 | 44
CCOC(=O)N1CCC(NC(=O)c2cc3c(=O)n(C)c4ccccc4c3n2C)CC1 | x | -3% | 9 | u
COc1ccc(S(=O)(=O)N(C(C)=O)c2ccc3oc(=O)sc3c2)cc1 | -23% | 8.9µM* | 8 | 4
C/C(=N/OC(=O)c1ccc(C)cc1)c1ccc(N2C(=O)C3CCCCC3C2=O)cc1 (stereo not given) | 3% | 2% | 3 | -9
CCCCNC(=O)Nc1ccon1 | 8% | -5% | 6 | 16
N#Cc1ccccc1Sc1ccccc1C(=O)OCC(=O)NC1CCCCC1 | x | 1% | x | 33
Clc1ccc(Cl)c(OCCN2CCOCC2)c1 | 4% | 3% | -1 | u
COC(=O)c1ccc(CNC(=O)COc2ccccc2Br)o1 | -1% | -1% | 14 | 2
CCn1cnc2cc(NS(=O)(=O)c3ccc(C)cc3)ccc21 | 36%[activator] | -28% | 3 | -18
O=C(Nc1ccccc1C(=O)N1CCCC1)C1CCN(c2ncccn2)CC1 | 0% | -2% | 3 | -11

Following part.
canonical_smiles | ALOX15B inhib | ALOX12 inhib | IMPase inh | PNC assembly inh
Cc1ccc(CC2(O)CCN(CCOc3ccc(O)cc3)CC2)cc1 | 15%[0.0915 µM] | 1%[0.00818 µM] | x | x
Cc1cc(C(=O)N/N=C2\CCCC(=O)C2)c(C)n1-c1ccccc1 | x | -4% | 15 | 8
O=C(c1ccccc1)c1nn(-c2ccccc2)c2nnc(Cc3ccccc3)c(=O)n12 | x | -3% | u | 19
COc1ccc2occ(C(=O)c3ccc(N=C(C)N(C)C)cc3)c2c1 | 37%[activator] | 1% | -2 | -1
CCN(CC)C(=O)c1cc(-c2ccc(Br)cc2)on1 | 4% | -9% | u | 4
CC(=O)Nc1cc(C(F)(F)F)ccc1OCC1CCCO1 (stereo not given) | -3% | 0% | 12 | 10
CCOC(=O)N1CCC(N2Cc3cccc(C(=O)N4CC(C)CC(C)C4)c3C2=O)CC1 (stereo not given) | x | -1% | x | -11
COc1cccc(N2CCN(C3CC(=O)N(c4ccc(Cl)cc4)C3=O)CC2)c1 (stereo not given) | -1% | 2% | 7 | -4
COc1ccc(C)cc1C1=Nc2ccccc2C1(C)C | x | -5% | x | u
CCOC(=O)C1=C(C)NC(SCC(N)=O)=C(C#N)C1c1ccccc1 (stereo not given) | -7% | 1% | 4 | 20
Cc1cnc(Nc2nc3ccccc3o2)nc1C(=O)Nc1cccc(C(F)(F)F)c1 | 28% | 3% | 4 | u
COc1ccc(C(=O)/C=C/Nc2ccc([N+](=O)[O-])cc2)cc1 | x | -4% | x | 80
O=C(/C=C/c1ccccc1)c1ccc2c(c1)OCCCCO2 | 1% | 0% | 9 | u
O=C(CC1SC(=NCC2CCCO2)NC1=O)Nc1cccc2ccccc12 (stereo not given) | x | 1% | x | 4
NS(=O)(=O)c1ccc(CNC(=O)c2ccc(Br)o2)cc1 | -3% | 1% | 3 | -4
O=C(CN1C(=O)NC2(CCCCCC2)C1=O)c1ccc2c(c1)OCCO2 | -12% | -3% | 1 | u
Cc1csc(NC(=O)c2c(O)c3cccc4c3n(c2=O)CCC4)n1 | -3% | -13% | 0 | u
Cc1ccccc1C(=O)NC(NCC1CCCO1)C(Cl)(Cl)Cl (stereo not given) | -17% | -2% | 7 | -19
O=C(Nc1c(F)c(F)c(F)c(F)c1F)C1CCCCC1 | 3% | -1% | 3 | -13
CCn1c(SCC(=O)c2cc(OC)ccc2OC)nnc1C1CC1 | 2% | -5% | -6 | -14
Cc1cc(C)n(CCc2nc(-c3cc4ccccc4o3)cs2)n1 | 18% | -5% | 8 | 25
Cc1ccc(OCc2ccc(C#N)cc2)c(C(=O)c2cc(C#N)c(=O)n(C3CC3)c2)c1 | x | 0% | -5 | 14
CCCn1c(NC(=O)C2COc3ccccc3O2)nc2ccccc21 (stereo not given) | 3% | -3% | -3 | -20
Cc1cc(NC(=O)CS(=O)(=O)c2cn(C)c3ccccc23)no1 | -4% | 2% | 1 | -6
CC1(C)Cc2c(C#N)c(SCCC#N)nc(N3CCOCC3)c2CS1 | -5% | -1% | 4 | 74
O=C(CSc1nc2scc(-c3ccco3)c2c(=O)n1-c1ccccc1)NCC1CCCO1 (stereo not given) | -19% | -13% | -2 | -6
CCOC(=O)C1=C(C)N=C2c3ccccc3C(=O)C2C1c1ccc(Br)cc1 (stereo not given) | x | -15% | 6 | -24
CN(C)S(=O)(=O)c1ccc(Cl)c(C(=O)Nc2ccccc2[N+](=O)[O-])c1 | x | 1% | x | 33
O=C1/C(=C\c2ccc3c(c2)OCO3)CCC/C1=C/c1ccc2c(c1)OCO2 | -19% | -30% | 1 | 11
Cc1oc(-c2ccccc2Cl)nc1CSCC(=O)NC1CC1 | x | 8% | 11 | -2
Cc1cc(Nc2ccc(F)cc2F)n2ncnc2n1 | x | -1% | x | -4
CCC(O)(CC)C(=O)NN(C(=O)CCl)c1ccccc1 | x | -1% | x | 83
CC(=O)Nc1cccc(C(=O)Nc2ccccc2N2CCOCC2)c1 | 4% | 4% | -3 | 5
O=c1[nH]c(SCc2ccccc2Cl)nc2c1CCC2 | -8% | -5% | 4 | -101*
Cc1cc(C)n(-c2nc(NCCCO)c3c4c(sc3n2)CCCC4)n1 | 41%[activator] | 24% | 11 | 28
Cc1[nH]c(=O)[nH]c(=O)c1/C=C/C(=O)OCC(C)C | x | -6% | 10 | -17
CSc1oc(-c2ccccc2)nc1S(=O)(=O)c1ccc(F)cc1 | -19% | -4% | 0 | 48
CCCOC(=O)c1c(NC(=O)/C=C/c2cnn(C)c2C)sc(C(=O)OC)c1C | 0% | -3% | 0 | 13
NC(N)=S | 2% | -2% | x | x
O=C(CS(=O)(=O)Cc1ccccc1)N1CCN(Cc2ccc3c(c2)OCO3)CC1 | 5% | 0% | -1 | 0
NS(=O)(=O)c1cc(Cl)c(Cl)c(S(N)(=O)=O)c1 | 1%[25.6 µM] | -1%[25.6 µM] | -4[20.6 µM] | x
CCOC(=O)C1CCCN(C(=S)Nc2cc(C)cc(C)c2)C1 (stereo not given) | -9% | -9% | 7 | u
